# From PubChem
# TAAR1 antagonist = antagonists of human TAAR1 | Q96RJ0 | CHO RD-HGA16 TAAR1, Fluo-8 calcium fluorescence, antagonist | inhibition, % at 3 µM | 1.5% of 360,000 active;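 active = inhibition above a per-plate cutoff, the mean inhibition of test compounds on that plate plus 3 SD, cut at about 49% in these data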;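 note: 0% = DMSO plus EC80 beta-PEA response and 100% = DMSO alone without agonist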
# Target sequence (Q96RJ0 whole entry, looked up): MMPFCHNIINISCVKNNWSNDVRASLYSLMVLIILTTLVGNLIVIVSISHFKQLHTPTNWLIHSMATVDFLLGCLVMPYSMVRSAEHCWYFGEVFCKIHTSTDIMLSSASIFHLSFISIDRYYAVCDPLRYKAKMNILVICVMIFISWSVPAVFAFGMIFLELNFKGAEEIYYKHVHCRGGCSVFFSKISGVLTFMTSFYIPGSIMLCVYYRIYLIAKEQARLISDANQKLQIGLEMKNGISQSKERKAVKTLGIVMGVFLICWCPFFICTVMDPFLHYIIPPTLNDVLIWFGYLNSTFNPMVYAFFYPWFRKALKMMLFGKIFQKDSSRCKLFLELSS
#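 Test system: hTAAR1-expressing CHO RD-HGA16 cells, Gα16-coupled; Probe or stimulus: EC80 β-phenethylamine stimulus; Compound dosing: single nominal final test compound concentration of 3 µM; Timing: 140 s kinetic read after compound, 140 s after agonist; Signal: Fluo-8 calcium-sensitive fluorescence; Measure: % inhibition of agonist calcium response; Controls: DMSO and EC80 PEA controls.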
# TAAR1 ag = agonists of human TAAR1. CHO RD-HGA16 TAAR1, Fluo-8 calcium fluorescence; vehicle wells 0%, saturating PEA agonist 100%. AID 624467. Q96RJ0. 0.99% of 360,000 active. activation, % at 3 µM;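 active = activation above the mean activation of all test compounds in the run plus 3 SD, cut at about 38% in these data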
#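 Signal – calcium-sensitive Fluo-8 signal, excitation 470-495, emission 515-575 nm · System – RD-HGA16 (CHO) cells co-expressing Gα16 and hTAAR1 · Incubation – 17-24 h seeding, 75 min 37 °C dye, 30 min RT · Compound dosing – 3 µM single concentration · Repeats – no replicates (n 1)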
# V1R ag counter = V1a receptor agonism, counter-screen for OXTR agonists | P37288 | CHO-V1R cells, Fluo-8 calcium fluorescence, agonist mode; 0% DMSO, 100% 3 nM vasopressin | activation, % at 3 µM | 0.25% of 320,000 active | AID 2797;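 active = activation above the mean activation of all tested compounds plus 3 SD, per screening run, cut at about 20% in these data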;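 note: signal is peak over basal fluorescence ratio across a 100 second FLIPR read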
# CHRM1 antagonist = antagonists of human M1 muscarinic receptor | CHO-K1 hM1, Fluo-8 calcium fluorescence, ACh EC80 antagonist | inhibition, % at 3 µM | P11229 | 1.3% of 360,000 active;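 active = percent inhibition above its own plate's cutoff, namely the mean of that plate's compound wells plus 3 SD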;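 note: peak over basal fluorescence ratio during 140 s after agonist addition; 0% = ACh EC80 plus DMSO and 100% = DMSO alone without agonist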
# OXTR potentiator = potentiators of human oxytocin receptor; P30559; CHO-OTR cells, Fluo-8 calcium fluorescence, potentiator mode; 0% = oxytocin EC15, 100% = EC100; activation, % at 3 µM; 0.061% of 320,000 active;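 active = activation above that plate's cutoff, the mean activation of tested compounds plus 3 SD, cut at about 6.6% in these data, passing the limit was not always enough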;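 note: 100% uses oxytocin at 75 nM as the full agonist control; some results filed as inactive read as strong as hits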
# Target sequence (P30559 whole entry, looked up): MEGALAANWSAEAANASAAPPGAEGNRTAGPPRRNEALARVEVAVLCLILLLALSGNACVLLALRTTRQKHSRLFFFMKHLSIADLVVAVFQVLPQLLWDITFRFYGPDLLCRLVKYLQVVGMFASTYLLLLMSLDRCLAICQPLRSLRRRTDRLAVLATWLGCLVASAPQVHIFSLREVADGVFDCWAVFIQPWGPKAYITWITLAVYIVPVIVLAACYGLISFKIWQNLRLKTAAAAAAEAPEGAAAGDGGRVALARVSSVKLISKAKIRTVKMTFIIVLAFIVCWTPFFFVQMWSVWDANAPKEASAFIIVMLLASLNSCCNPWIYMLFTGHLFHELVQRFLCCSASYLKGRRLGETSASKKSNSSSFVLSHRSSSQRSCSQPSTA
#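 test system = CHO-OTR cells, human receptor | compound = single-point 3.0 µM | schedule = 6 min compound pre-incubation at room temperature, 100 s kinetic read | signal = Fluo-8 no-wash calcium dye fluorescence, excitation 470-495 nm, emission 515-575 nm | repeats = single well per compound, singlicate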
# M1 PAM = positive allosteric modulators of human M1 muscarinic receptor; P11229; CHO-K1 hM1, Fluo-8 calcium fluorescence, ACh EC20; 0% = ACh EC20, 100% = maximal ACh; activation, % at 3 µM; 0.088% of 360,000 active; AID 588819; in the data active = activation above about 19%, passing the limit was not always enough
# CHRM1 agonist = activates human CHRM1 receptor | AID 588814 | activation, % at 3 µM | 0.33% of 360,000 active | CHO-K1 hM1, Fluo-8 calcium fluorescence, agonist mode; 0% DMSO, 100% acetylcholine EC100 | P11229;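 active = activation above the run's mean compound activation plus 3 SD, cut at about 16% in these data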;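 note: peak over basal fluorescence ratio within a 140 s kinetic read after compound addition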
# CHO parental Ca = counter-screen for OX1R antagonists: effect in parental CHO cells | inhibition, % at 5.6 µM | 0.63% of 330,000 active | AID 463079 | parental CHO-K1, ATP-induced calcium, Fluo-8 fluorescence;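 active = inhibition above that plate's mean sample inhibition plus 3 SD, cut at about 26% in these data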;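 note: 0% = ATP-challenged DMSO wells and 100% = DMSO wells without ATP; some compounds past the cut are filed as inactive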
#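 Measured by: calcium-sensitive Fluo-8 fluorescence / Test system: CHO parental line / Controls: ATP-challenged DMSO wells low, unchallenged DMSO wells high / Measure: % inhibition / Compound: single nominal dose of 5.6 µM per compound / Replicates: single well per compound, no replicates / Reagent: ATP as calcium-mobilizing challenge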
# OXTR ag = agonists of human oxytocin receptor. P30559. CHO-OTR cells, Fluo-8 calcium fluorescence; normalized: DMSO 0%, oxytocin 100%. activation, % at 3 µM. 0.32% of 320,000 active;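 active = activation above the mean of all tested compounds plus 3 SD, cutoff set per screening run, cut at about 20% in these data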;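 note: peak over basal fluorescence ratio from a 100 s FLIPR kinetic read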
# * marks the source's active call; other numbers are inactive results; . = not tested or not shown. Random draw from the library (roughly 3.7% active in at least one column).
mol,TAAR1 antagonist,TAAR1 ag,V1R ag counter,CHRM1 antagonist,OXTR potentiator,M1 PAM,CHRM1 agonist,CHO parental Ca,OXTR ag
CCOC(=O)c1ccc(-n2c(CCC(=O)O)ccc2-c2ccc(F)cc2)cc1,-1.9,-2.8,0.7,-1.0,1.7,-3.1,-3.4,-18.8,1.8
CCCc1nc2ccc(Br)cn2c1Cc1ccccc1OC,-17.1,-0.9,.,-11.2,.,-5.7,-2.3,.,.
Nc1nnc(SCC(=O)NNC(=O)c2ccc(F)cc2)s1,-6.0,7.3,0.8,1.1,-2.9,11.3,0.7,-3.0,1.4
COc1ccc(N2C(=O)NC3CC2(C)Oc2ccc(Cl)cc23)cc1OC (stereo not given),-6.2,9.8,0.4,-3.8,-0.8,2.4,-1.7,-14.0,0.0
O=C(CSc1nnc(-c2cccs2)n1Cc1ccccc1)NCc1ccc2c(c1)OCO2,7.9,-0.6,-1.1,-0.4,-5.1,1.3,-2.6,-21.7,-0.1
Cc1nc(SCCOc2ccc(F)cc2)c2ccccc2n1,-14.1,2.8,0.3,-7.5,3.4,6.9,-8.4,-16.7,-0.8
COc1ccc(CN2C[C@@H](CO)O[C@@H](n3cnc4c(NC5CCC5)ncnc43)C2)cc1,-10.9,1.9,.,12.7,.,-10.2,-4.5,.,.
CSc1nnc2c(n1)OC1(Nc3ccccc3-2)C(=O)Nc2ccccc21 (stereo not given),-15.6,1.0,-0.5,8.6,-4.1,5.0,-3.6,-8.6,-0.2
O=C(CSc1nc2ccccc2c(=O)n1CCCO)N1CCc2ccccc21,-4.5,4.0,-1.2,-9.5,-5.7,3.7,-7.8,-11.4,-1.2
COc1cccc(S(=O)(=O)c2nc(C)c3c(n2)CCC3)c1,9.2,1.2,0.8,2.8,8.8,7.0,-2.5,-10.6,0.1
O=C(CCN1C(=O)/C(=C/C=C/c2ccccc2)SC1=S)Nc1nccs1,-15.2,9.8,-0.8,-4.9,-5.3,9.1,2.7,-12.2,1.1
CC1(C)OC(=O)C2=C(CC(c3ccccc3)OC2CCc2ccccc2)O1 (stereo not given),-7.5,2.4,.,-5.8,.,3.1,-3.0,.,.
Cc1ccc(/C=N/NC(=O)c2ccccc2OCc2cccc(Br)c2)o1,58.5*,8.5,2.5,13.6,-9.4,-15.9,2.8,-25.4,-1.9
COc1ccc(NS(=O)(=O)c2ccc3[nH]c(=O)[nH]c3c2)cc1,-14.7,2.7,-0.3,-2.1,-12.6,1.6,-3.0,0.4,0.0
O=C(O)c1ccc(NS(=O)(=O)c2ccc3c(c2)C2C=CCC2C(c2ccccc2F)N3)cc1 (stereo not given),7.3,-0.6,.,5.5,.,-3.4,-5.3,.,.
Cc1cccc(C(=O)n2c(=S)nc3cc(C)ccn32)c1,-12.6,0.0,1.9,-7.3,0.9,3.4,-0.1,-11.8,-0.2
CCN(CC(=O)Nc1cccc(OC)c1)C(=O)c1ccc(C)s1,11.7,5.3,-0.4,-6.9,7.2,6.0,-4.9,-1.3,0.3
CCC(=O)c1ccc(O)c(OC)c1,-16.2,7.9,0.9,-4.2,-6.2,6.5,-4.1,-5.7,-0.2
COc1ccc2nc(NC(=O)C3CC(=O)N(c4ccc5c(c4)OCCO5)C3)sc2c1 (stereo not given),-14.9,8.6,.,-4.7,.,1.6,-1.0,.,.
O=C1C2C3CCC(C3)C2C(=O)N1CNc1ccccc1 (stereo not given),-11.2,1.2,0.9,10.3,-3.1,-3.0,-1.0,-7.9,0.0
O=C(c1ccc(-c2ccc([N+](=O)[O-])cc2Cl)o1)N1CCOCC1,3.3,0.6,1.8,-8.6,-7.6,8.8,-6.5,-19.7,-2.1
O=C(COC(=O)CNC(=O)c1ccc(Cl)cc1)Nc1ccc(Cl)cn1,-0.5,3.2,3.5,-5.4,-0.8,8.1,-5.1,-9.4,0.3
O=C(CN1CCOCC1)N1CCCc2c1c(=O)oc1ccc(OCc3ccccc3)cc21,-5.7,5.3,-0.2,0.0,-2.8,-0.6,-4.7,-16.8,0.2
CCn1cc(C(=O)NN)c(=O)c2cc(F)c(N3CCCCC3)cc21,-11.6,0.5,.,-8.3,.,13.5,-0.9,.,.
O=C(NC(O)C(=O)c1ccccc1)c1cccs1 (stereo not given),-0.3,0.3,0.0,-14.8,-4.1,4.7,0.8,4.3,0.6
Nc1nc(Cl)cc(-c2ccccc2)n1,-5.9,-1.5,0.1,-0.5,-2.2,-1.4,-2.2,-3.7,0.0
Cc1cc2nc(-c3ccc(NC(=O)c4cccnc4)cc3)oc2cc1C,22.8,8.1,1.2,-4.3,-1.5,6.2,2.2,-5.0,0.8
O=C(O)c1cc(N2CCCCC2)nc2ccccc12,-30.6,8.7,.,-7.9,.,12.4,0.0,.,.
Cc1cccc(C2(c3cccc(C)c3)CC2C(=O)NCC2CCCO2)c1 (stereo not given),-6.3,-1.3,3.4,-14.2,-9.7,11.9,-5.4,-15.0,-2.0
CCCN1C2=C(C(=O)CCC2)C(c2ccc(O)c(Br)c2)C2=C1CCCC2=O,-1.9,13.7,1.8,-3.8,-2.6,5.1,-2.0,-6.8,2.2

mol,TAAR1 antagonist,TAAR1 ag,V1R ag counter,CHRM1 antagonist,OXTR potentiator,M1 PAM,CHRM1 agonist,CHO parental Ca,OXTR ag
O=[N+]([O-])c1cccc(CNc2ccc3c(c2)CCC3)c1,5.1,8.4,-0.2,-1.6,-4.1,-1.7,-8.2,-7.9,-2.8
Cc1ccc(C(=O)N/C(=C/c2cccc([N+](=O)[O-])c2)C(=O)NC(C)C)cc1,-10.0,3.4,-0.7,-2.5,-9.2,8.3,-1.2,-8.0,-1.1
COc1ccc(Cl)cc1NC(=O)COc1ccc2c(c1)OCO2,4.3,2.7,1.2,-5.2,8.7,7.6,-1.0,-0.5,1.3
COc1ccc(N2CC(C(=O)Nc3nnc(SCC(=O)N4CCOCC4)s3)CC2=O)cc1 (stereo not given),5.3,-0.2,0.1,-11.9,-10.7,6.9,-1.1,-11.0,0.2
Cc1ccccc1Cn1nc(C)c(NC(=O)c2sc3ccccc3c2Cl)c1C,55.3*,8.7,0.7,16.4,-15.5,-9.1,-2.2,-25.6,-1.1
Cc1cc(C(F)(F)F)n2ncc(C(=O)O)c2n1,-12.1,4.5,0.7,-7.7,-2.4,4.0,-1.1,-4.8,0.3
COc1cc2c(cc1OC)CN(c1nc(-c3cccnc3)nc3ccccc13)CC2,45.3,2.0,-0.6,12.7,0.2,-11.8,-5.2,-16.7,-2.4
N#C/C(=C/c1ccc(N2CCOCC2)o1)c1ccc(Cl)cc1,26.3,12.7,4.3,25.1,-7.2,-12.5,8.1,-17.6,6.3
CC1=C(C(=O)OC(C)C)C(c2ccc(Br)s2)NC(=O)N1C (stereo not given),1.3,3.3,-2.0,-43.0,0.7,5.5,-5.0,-23.3,-2.8
O=C(NCCSCc1ccccc1)c1ccc(C2SCC(=O)N2Cc2ccccc2)cc1 (stereo not given),25.7,6.7,1.4,59.7*,-7.0,-34.2,-8.3,-20.7,1.3
C=CCOc1cccc(C2/C(=C(\O)c3ccc(F)cc3)C(=O)C(=O)N2CCN(C)C)c1 (stereo not given),15.8,1.7,0.8,-21.5,-6.3,3.2,-0.2,-10.7,0.4
CC(=O)c1cccc(NC(=S)NCc2ccccc2)c1,14.7,6.5,3.5,-13.2,-9.5,2.1,1.1,-9.6,0.0
O=C(Oc1ccc(C(=S)N2CCOCC2)cc1)c1ccc([N+](=O)[O-])cc1,22.4,2.5,3.0,-23.7,-9.3,19.6,0.5,-6.5,1.5
CC(=O)c1ccc(N/N=C2/CCCNC2=O)cc1,-53.8,0.8,0.7,-1.6,0.6,3.3,0.1,-7.5,-0.7
COCCn1c(SCC(=O)Nc2ccc3c(c2)OCCO3)nnc1-c1ccncc1,2.0,1.7,0.7,-10.4,-0.7,6.6,-1.0,-8.0,-0.8
O=[N+]([O-])c1cc(/C=N/O)ccc1Sc1ccccc1,34.0,-3.5,-1.2,6.5,-21.5,-8.4,-6.0,9.4,-2.2
COCCNC(=O)c1onc(CSc2ccccn2)c1C(=O)NCCOC,-0.6,3.9,0.7,6.5,-3.5,-3.7,-4.2,3.6,0.3
COc1ccc(-n2nc(C(=O)N3CCC(N4CCCCC4)CC3)c3c4ccccc4n(C)c3c2=O)cc1,2.6,0.9,0.2,29.7,-3.0,-19.5,-5.2,-13.2,-0.4
CC(=O)Cc1nsc(NC(=O)c2ccc(COc3ccccc3Cl)o2)n1,3.9,5.5,9.0,6.2,-7.7,-5.4,3.4,-5.7,6.8
CCOc1ccc(C(=O)C(C)OC(=O)Cn2cnc3c2c(=O)n(C)c(=O)n3C)cc1 (stereo not given),-1.5,0.5,6.2,-4.0,-13.6,-0.6,-3.6,-12.1,1.2
O=C(O)Cn1ncn(-c2ccc(OC(F)(F)F)cc2)c1=O,-4.0,9.6,1.7,-12.6,-2.6,18.1,-2.8,-1.0,0.2
CCc1cc[n+](-c2nc3ccccc3nc2C(=C=[N-])C#N)cc1,6.9,8.5,0.2,-1.1,4.8,5.5,-3.4,-2.0,1.1
O=S(Cc1ccc(Cl)cc1)CC(O)(c1ccccc1)c1ccccc1 (stereo not given),-22.6,1.8,-0.7,5.8,-2.6,-0.4,-4.0,-16.8,-1.5
O=C(Nc1cnc2sc3c(n2c1=O)CCCC3)c1ccc(F)cc1,-3.8,-0.1,1.7,-17.5,-2.5,8.6,-2.6,-6.0,-0.2
CCn1c(SC(C)C(=O)O)nc2sc3c(c2c1=O)CCC3 (stereo not given),-5.7,2.3,-0.7,-25.7,-7.6,8.9,-3.2,-1.2,-0.8
COc1nccnc1NS(=O)(=O)c1ccc(N/C=C2\CCCCC2=O)cc1,-0.5,8.2,5.4,-10.0,-15.6,12.1,-5.9,-0.5,0.3
CCSc1nnc(NC(=O)c2ccc(S(=O)(=O)N(C)C)cc2)s1,6.1,1.4,0.6,7.8,-17.9,-8.9,-4.1,-8.7,0.2
